# Cycloheximide cs: counter-screen hit for Shiga toxin inhibitors, cycloheximide; cell reporter, cycloheximide protein synthesis inhibition counterscreen; 300,000 compounds, 12% hits; AID 2314; max response, %; in the data active = max response mostly above about 13%, no sharp cut-off; inactive = mostly below about 14%; note: read at 38.3 µM for the half of the compounds with a filed dose; 0% is about no effect
# AmpC detergent: inhibitors of E. coli AmpC beta-lactamase with detergent | AmpC hydrolysis of nitrocefin, absorbance 480 nm, 0.01% Triton | P00811 | 370,000 compounds, 0.041% hits | AID 485294 | Potency, µM (highest dose often 114 µM), for the others: at the highest dose activity change, negative = inhibition, usual class: inhibitors;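 note: potency is the fitted concentration of half-maximal effect; 0% = no-compound wells and -100% = no-enzyme wells; nearly all actives have a fitted effect of over 25% in size; some results filed as inactive show a strong effect at the top dose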
# Target sequence (P00811 whole entry, looked up): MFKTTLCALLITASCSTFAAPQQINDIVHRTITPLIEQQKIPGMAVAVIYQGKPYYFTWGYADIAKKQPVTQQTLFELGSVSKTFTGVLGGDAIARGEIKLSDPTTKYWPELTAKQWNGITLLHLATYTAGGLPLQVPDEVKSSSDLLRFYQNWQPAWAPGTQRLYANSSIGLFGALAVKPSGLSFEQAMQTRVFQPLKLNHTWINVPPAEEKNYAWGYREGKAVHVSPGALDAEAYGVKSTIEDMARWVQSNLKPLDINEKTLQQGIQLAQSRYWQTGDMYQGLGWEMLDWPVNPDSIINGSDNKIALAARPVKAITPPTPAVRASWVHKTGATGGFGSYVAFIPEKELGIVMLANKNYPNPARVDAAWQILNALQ
#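 AmpC (5.3 nM in the dispensed reagent) in 20 mM phosphate pH 7.0 with 0.01% (detergent screen) or 0.0001% Triton X-100 was preincubated with compounds for 15 min at room temperature. Nitrocefin was then added from an 800 uM solution, and hydrolysis was followed at 480 nm.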
# AMA1-RON2 inh: inhibitors of Plasmodium falciparum AMA1-RON2 interaction; AlphaScreen AMA1-biotinylated RON2 peptide binding; Potency, µM (doses to about 58.2 µM), without a hit: at the highest dose activity change, negative = inhibition, hits mostly inhibitors; 360,000 compounds, 0.2% hits; AID 720542;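 note: potency is the fitted concentration of half-maximal effect; 0% = vehicle wells and -100% = peptide control; nearly all actives have a fitted effect of over 45% in size; some results filed as inactive show a strong effect at the top dose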
#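 AMA1 (3D7) with his tag at 25 nM final met compounds first, then biotinylated RON2 peptide at 25 nM; detection used donor plus acceptor beads, 10 µg/mL apiece, read by AlphaScreen after 30 min at room temperature.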
# HCMV inh: blocks human cytomegalovirus replication; HFF cells, HCMV-luciferase reporter, 72 h; hits give low values; activity change, negative = inhibition, % at 57.5 µM; 410,000 compounds, 4.5% hits; AID 1259415; in the data active = activity change below about -60%; inconclusive = no clear call, values can overlap the other calls; inactive = above about -39%; note: % is set by controls: 0 for no effect and ±100 for the full control effect
#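 Inhibition of viral replication was scored as loss of reporter luminescence in HFFs infected with HCMV-luciferase (MOI 1 PFU/cell) for 72 h; compounds tested at 2 doses, normalized to buffer and Salinomycin controls.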
# Shiga toxin inh: inhibitors of Shiga toxin in Vero cells; Vero cells, Shiga toxin protein synthesis inhibition reporter; inhibition, % at 38.7 µM; 290,000 compounds, 9.2% hits; AID 2315; in the data active = inhibition mostly above about 28%, no sharp cut-off; inactive = mostly below about 43%; note: 0% is about no effect
# Giardia FBPA inh: Giardia lamblia aldolase inhibition; A8B2U2; AID 2451; Potency, µM (doses to about 59.6 µM), inactives show top-dose activity, negative = inhibition, actives largely listed as inhibitors; purified Giardia FBPA; 290,000 compounds, 0.71% hits; note: potency is the fitted concentration of half-maximal effect; % is set by controls: 0 for no effect and ±100 for the full control effect; nearly all actives have a fitted effect of over 55% in size
# Target sequence (A8B2U2 whole entry, looked up): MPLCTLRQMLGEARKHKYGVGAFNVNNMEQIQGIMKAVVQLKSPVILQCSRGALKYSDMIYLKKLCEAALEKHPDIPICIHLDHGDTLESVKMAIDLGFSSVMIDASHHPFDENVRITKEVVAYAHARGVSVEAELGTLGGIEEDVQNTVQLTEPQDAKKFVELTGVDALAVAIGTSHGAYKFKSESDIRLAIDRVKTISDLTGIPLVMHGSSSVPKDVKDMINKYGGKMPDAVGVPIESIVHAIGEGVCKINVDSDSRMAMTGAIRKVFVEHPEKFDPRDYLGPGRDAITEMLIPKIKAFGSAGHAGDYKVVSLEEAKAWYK
#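 Giardia FBPA (40 nM reagent) was preincubated 10 min at RT with compound (up to 57.5 uM final), then substrate plus GAPDH/TPI/NAD/arsenate coupling system with diaphorase/resazurin was added; resorufin fluorescence (525/598 nm) was read after 20 min.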
# AmpC no deterg: AmpC beta-lactamase inhibition without detergent; P00811; AmpC nitrocefin hydrolysis, absorbance 480 nm, 0.0001% Triton; Potency, µM (highest dose often 57.1 µM), without a hit: at the top dose activity change, negative = inhibition, usual class: inhibitors; 330,000 compounds, 0.52% hits;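 note: potency is the fitted concentration of half-maximal effect; plate controls were no compound for no effect and no enzyme for full effect; nearly all actives have a fitted effect of over 20% in size; some results filed as inactive show a strong effect at the top dose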
#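 20 mM phosphate pH 7.0 + 0.01% (detergent screen) or 0.0001% Triton X-100; 5.3 nM AmpC reagent; cpd preinc 15 min RT; nitrocefin (800 uM stock) to start; A480 q20 s × 4 min; Activity was normalised to no-enzyme and no-compound control wells.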
# * marks the source's active call; other numbers are inactive results; ? = inconclusive; nt = no result given; & = joins results of further samples; [ ] = dose if it differs, or a comment. Unless noted, calls come from the whole dose curve; as a rule, active = well fitted curve in the direction sought with a large enough effect; inconclusive = small, poorly fitted or top-dose-only effect, or another doubt; inactive = no such curve, though single readings can be large; an effect the other way counts as inactive or inconclusive.
SMILES,Cycloheximide cs,AmpC detergent,AMA1-RON2 inh,HCMV inh,Shiga toxin inh,Giardia FBPA inh,AmpC no deterg
CCCNC(=O)C(=O)Nc1ccc(N(C)C)cc1,31*,0%,-9%,58,68*,-14%,-20%
C#CCOCCOCCOCCNc1nc(N2CCN(C(=O)Cn3cc(CCCN=C(N)N)nn3)CC2)nc(N2CCN(C(=O)[C@H]([C@@H](C)CC)n3cc(CCCCN)nn3)CC2)n1,nt,-7%,-2%,-26,nt,nt,118%[activator]
O=C(Cc1c[nH]c2ccccc12)Nc1ccc(N2CCOCC2)cc1,14,?,-21%,62,24,-10%,-13%[11.4 µM]
COc1cccc2sc(Nc3nc(C)c(C(C)=O)s3)nc12,16*,0%,49%[activator],-77*,30,?,5%
N#CC(c1ccccc1)N(CCCCl)C(=O)c1ccc(Br)cc1 (stereo not given),-1,5%,12%,?,-2,1%,-1%
O=C(NC1CCCC1)c1ccc(CSc2nc3ccncc3n2Cc2ccc(F)cc2)cc1,-2,?,-2%,-15&36,-6,7%,-7%
Cc1nc2ccccc2c2oc(C(=O)Nc3ccc4c(c3)OCCO4)cc12,1,-9%,-10%,-31,-6,-14%,83%[activator]
CCOC(=O)c1ccccc1N/C=C1\CCCCC1=O,-5,-1%,0%,-22,-17,2%,5%
C=CCn1c(SCC(=O)c2c(N)n(C)c(=O)n(C)c2=O)nnc1-c1ccccc1F,1,4%,-2%,-17,-10,4%,-10%
O=C(c1cccc(N2C(=O)C3C4C=CC(C4)C3C2=O)c1)N1CCN(c2ccccc2F)CC1 (stereo not given),-3,-1%,-12%,-18,-4,nt,85%[activator]
COc1ccc(-c2noc3c2-c2nc(-c4cccc(C)c4)sc2CC3)cc1,-1,?,4%,38,-3,6%,-21%
O=S(=O)(c1ccccc1)c1nc(-c2cccs2)oc1NCc1cccnc1,nt,-1%,-6%,3,nt,nt,28%
CC(=O)C1=C(O)C(=O)N(CCN(C)C)C1c1ccc(Cl)cc1 (stereo not given),-1,-8%,-4%,27,10,6%,-7%
CC1CCCN(S(=O)(=O)c2ccc3c(c2)CCN3C(=O)C2CCC2)C1 (stereo not given),-2,-17%,12%,10,-3,6%,-26%
CCOc1ccc(C2NC(=S)NC3=C2CCc2ccccc23)cc1 (stereo not given),54*,3%,30%[activator],?,51*,17%,-39%
CNC(=S)N(CCc1c(C)[nH]c2ccc(F)cc12)Cc1cccnc1,-4,-10%,-3%,nt,-3,13%,-1%
COCCN(C(=O)COC(=O)c1ccccc1Cc1ccccc1)c1c(N)n(Cc2ccccc2)c(=O)[nH]c1=O,nt,-20%,-8%,-14,nt,nt,214%[activator]
Cc1ccc(Cn2nc(C)cc2C(=O)Nc2ccccc2Cl)cc1,59*,2%,-6%,nt,147*,8%,-9%
COCC(=O)Nc1cc(C)cn(Cc2ccc(F)cc2)c1=O,-4,-16%,-10%,5,8,4%,0%
Cc1cc(C)c(C)c(S(=O)(=O)NC(C(=O)O)C(C)C)c1C (stereo not given),1,-4%,-3%,8,1,23%,-11%
COc1ccnc(Oc2ccc(F)cc2)c1C(=O)N/C=N/OCc1c(Cl)cccc1Cl,11,-10%,-12%,?,2,-10%,56%
COc1cccc(Oc2ccc(S(=O)(=O)N3CCCC3)cc2[N+](=O)[O-])c1,-4,-2%,-15%,1,34,6%,6%
CCCCn1c(NC(=O)c2ccccc2)nc2ccccc21,6,?,63%[activator],-27,4,?,-22%
COc1ccc([C@@H]2C[C@H](c3ccccc3)Oc3cc(C)cc(C)c32)cc1,-3,7%,-3%,-16,-5,2%,-8%
COc1ccc(N2CCN(C(=O)CSc3nnc(-c4ccco4)n3C)CC2)cc1,-2,-4%,-3%,-25,17,-1%,-1%
O=C(NNc1ccc(Cl)cc1)c1c(F)cccc1Cl,1,5%,-21%,-29,11,-7%,-18%
O=C(COc1cc2oc(=O)c3c(c2cc1Cl)CCC3)Nc1ccccn1,2,-3%,-14%,0,-3,7%,-10%
O=C1CSC(=S)N1Cc1cccnc1,-6,8%,?,-98*,-9,?,-33%
C[C@H](CO)N1C[C@H](C)[C@@H](CN(C)S(C)(=O)=O)Oc2ccc(NC(=O)c3ccncc3)cc2C1=O,nt,nt,-5%,66,nt,nt,-17%
COc1ccccc1CC(NC(C)=O)C(=O)NC1CCN(C(=O)c2ccc(C)cc2)CC1 (stereo not given),-2,?,15%,37,-6,-1%,41%
O=C(C[C@@H]1C/C=C\CCCC(=O)OC[C@@H](c2ccccc2)NC1=O)NCCO,nt,nt,-2%,7,nt,nt,-3%
O=[N+]([O-])c1ccc(Oc2cccnc2)nc1,-3,0%,3%,24,-10,1%,-7%
CCOc1cccc(N2C(=O)/C(=C/c3ccco3)C(=O)NC2=S)c1,-2,?,?,49,6,6%,-27%
COc1ccc(NS(=O)(=O)c2cccc(C(=O)NCCc3ccc(S(N)(=O)=O)cc3)c2)cc1,nt,1%,-6%,-2,nt,nt,-18%
COc1cc(C(=O)Nc2c(C(=O)O)[nH]c3ccc(C)cc23)cc(OC)c1OC,10,-4%,8%,24,6,-4%,-10%
CC(=O)NCCc1ccc(O)cc1,-3,0%,10%,25,-8,-25%,-3%
O=C(Nc1ccccc1Cl)c1ccc2nsnc2c1,31*,1%,-3%,-4,102*,1%,-7%
C/C(=N\NC(=O)c1c(Cl)cnn1C)c1cccc(NC(=O)COc2ccccc2)c1,16*,-6%,?,?,24,-1%,43%
O=C(CSc1nnc2ccc(-c3ccccn3)nn12)Nc1ccccc1F,nt,?,23%,-22,nt,nt,-1%
CCc1nc(SCC(=O)NNC(=O)c2ccc(OC)cc2)c2ccccc2n1,0,-13%,78%[activator],20,-16,3%,-22%
Cc1ccc(-c2nn(-c3ccccc3)cc2NC(=O)CCl)cc1,41*,?,0%,?,59,1%,4%
O=C(Nc1ccncc1)Nc1ccc(F)c(Cl)c1,15,-4%,12%,2,30,2%,-45%
Cc1ccc(S(=O)(=O)N2CCN(C(=O)CN3C(=O)c4ccc([N+](=O)[O-])cc4C3=O)CC2)cc1C,nt,-2%,5%,0,nt,nt,-18%
O=C(CN1C(=O)CCC1=O)Nc1ccc2c3c(cccc13)CC2,-3,-10%,12%,66,44,-9%,-13%
Cc1ccc(OC(=O)CCC(=O)Nc2ccc(S(=O)(=O)Nc3cc(C)on3)cc2)cc1,-2,0%,7%,25,2,0%,-11%
COc1ccc([N+](=O)[O-])cc1NC(=O)c1ccccc1N(C)S(C)(=O)=O,0,-2%,0%,-19,-24,-1%,-2%
Cc1ccc(C2/C(=C(\O)c3ccc4c(c3)OCCO4)C(=O)C(=O)N2Cc2cccnc2)cc1 (stereo not given),-3,?,-11%,-14,5,16%,-15%
COc1cccc(CN(CC(=O)NCc2ccccc2)S(=O)(=O)CCl)c1,nt,0%,0%,1,nt,nt,-23%

# Profiles, quoted from the list.
# `O=C(CN1C(=O)CCC1=O)Nc1ccc2c3c(cccc13)CC2` across the screens: Cycloheximide cs = -3; AmpC detergent = -10%; AMA1-RON2 inh = 12%; HCMV inh = 66; Shiga toxin inh = 44; Giardia FBPA inh = -9%; AmpC no deterg = -13%
# `Cc1ccc(-c2nn(-c3ccccc3)cc2NC(=O)CCl)cc1` across the screens: Cycloheximide cs = 41*; AmpC detergent = ?; AMA1-RON2 inh = 0%; HCMV inh = ?; Shiga toxin inh = 59; Giardia FBPA inh = 1%; AmpC no deterg = 4%

# New compounds follow:
SMILES,Cycloheximide cs,AmpC detergent,AMA1-RON2 inh,HCMV inh,Shiga toxin inh,Giardia FBPA inh,AmpC no deterg
CCC(=O)N1CCN(c2cc(N3CCN(C)CC3)c(F)cc2[N+](=O)[O-])CC1,-4,-9%,5%[11.6 µM],-13,16,0%,19%[2.29 µM]
Nn1cc(-c2ccccc2)nc1SCC(=O)NCC1CCCO1 (stereo not given),6,-2%,-2%,-7,8,-2%,7%
CCOc1ccc(NC(=O)CN2CCC(NC(=O)C3CCCCC3)CC2)cc1,-2,-21%,nt,nt,17,3%,182%[activator]
CC[C@H](C)[C@H](NC(=O)[C@H](Cc1ccc(O)cc1)NC(=O)[C@@H](N)C(C)C)C(=O)N[C@@H](Cc1cnc[nH]1)C(=O)N1CCC[C@H]1C(=O)N[C@@H](Cc1ccccc1)C(=O)O,-2,?,69%[activator],nt,15,-6%,-24%
CN(CCCCCCN(C)Cc1ccccc1O)Cc1ccccc1O,-2,-1%,?,-25,-10,28µM*,-12%
CCc1ccc(NC(=O)Cn2c(=O)c3cccn3c3ccccc32)cc1,-1,8%&-2%,-6%,-32&-22,-7,1%,-26%
COc1ccccc1CC(=O)N1CCN(c2ccccc2F)CC1,-3,-19%,5%,-17,-2,2%,1%
CCOC(=O)c1cnc(SCC(=O)OC)nc1N,34*,1%,2%,-4,72,0%,-12%
C1=CC2c3ccccc3NC(c3ccncc3)C2C1 (stereo not given),5,5%,-16%,-12,-15,?,90%[activator]
COc1cccc(CNC(=O)c2ccccc2SCC(=O)N2CCCC2)c1,nt,-11%,0%,8,nt,nt,-17%
CN(C)c1ccc(S(=O)(=O)N2CCCCC2)cc1NC(=O)CCNC(=O)c1ccc(Cl)cc1,nt,?,-10%[11.6 µM],30,nt,nt,26%
Cc1cc(C)n2nc(SCC(=O)N3CCOCC3)nc2n1,nt,3%,-8%,-16,nt,nt,-4%
O=C(NCc1ccco1)C1CC(c2cc(C(F)(F)F)cc(C(F)(F)F)c2)=NO1 (stereo not given),-8,-5%,-2%,-26,-7,-5%,27%
COc1ccc(C(C)=O)cc1CN1C(=O)NC(CC(C)C)C1=O (stereo not given),-1,3%,2%,-35,18,2%,0%

# Among those listed so far, nine have an aryl thioether with sulfur outside any ring.
SMILES,Cycloheximide cs,AmpC detergent,AMA1-RON2 inh,HCMV inh,Shiga toxin inh,Giardia FBPA inh,AmpC no deterg
O=C(NC1CCCC1)c1ccc(CSc2nc3ccncc3n2Cc2ccc(F)cc2)cc1,-2,?,-2%,-15&36,-6,7%,-7%
C=CCn1c(SCC(=O)c2c(N)n(C)c(=O)n(C)c2=O)nnc1-c1ccccc1F,1,4%,-2%,-17,-10,4%,-10%
COc1ccc(N2CCN(C(=O)CSc3nnc(-c4ccco4)n3C)CC2)cc1,-2,-4%,-3%,-25,17,-1%,-1%
O=C(CSc1nnc2ccc(-c3ccccn3)nn12)Nc1ccccc1F,nt,?,23%,-22,nt,nt,-1%
CCc1nc(SCC(=O)NNC(=O)c2ccc(OC)cc2)c2ccccc2n1,0,-13%,78%[activator],20,-16,3%,-22%
Nn1cc(-c2ccccc2)nc1SCC(=O)NCC1CCCO1 (stereo not given),6,-2%,-2%,-7,8,-2%,7%
CCOC(=O)c1cnc(SCC(=O)OC)nc1N,34*,1%,2%,-4,72,0%,-12%
COc1cccc(CNC(=O)c2ccccc2SCC(=O)N2CCCC2)c1,nt,-11%,0%,8,nt,nt,-17%
Cc1cc(C)n2nc(SCC(=O)N3CCOCC3)nc2n1,nt,3%,-8%,-16,nt,nt,-4%

# Compound activity from PubChem.
